# Compound activity deposited in PubChem by National Center for Advancing Translational Sciences (NCATS).
# DRD3 agonist: qHTS of D3 Dopamine Receptor Agonist: qHTS. 410,000 tested, 0.58% active. AID 652048, 2013. max activation, %. D(3) dopamine receptor (Homo sapiens), P35462. D3R DiscoveRx beta-arrestin cells, luminescence, 90 min; in the data active = max activation above about 30%; note: 0% is about no effect; mostly tested at two doses, the higher about 12 µM
# Target sequence (P35462 whole entry, looked up): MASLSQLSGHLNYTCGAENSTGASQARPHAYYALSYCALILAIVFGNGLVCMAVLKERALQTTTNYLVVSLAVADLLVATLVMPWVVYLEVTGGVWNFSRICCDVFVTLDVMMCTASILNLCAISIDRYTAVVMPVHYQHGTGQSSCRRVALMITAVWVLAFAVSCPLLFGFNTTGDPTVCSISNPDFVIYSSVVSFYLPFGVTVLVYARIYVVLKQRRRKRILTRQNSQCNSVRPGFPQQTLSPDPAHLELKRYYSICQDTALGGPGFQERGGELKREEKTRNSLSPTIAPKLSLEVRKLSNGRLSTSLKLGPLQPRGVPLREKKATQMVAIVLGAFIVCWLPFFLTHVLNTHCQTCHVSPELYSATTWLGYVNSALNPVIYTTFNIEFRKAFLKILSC
#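 Agonist-mode cell screen: cells plated at 1500/well and incubated overnight at 37 °C, then exposed to library compounds for 90 min at 37 °C. Detection reagent was added for 30–60 min at room temperature, and luminescence was read.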
# PTHR1 agonist: qHTS for PTHR1 Agonists: Primary Screen. 410,000 tested, 0.075% active. AID 743266, 2014. Potency, µM (doses to about 115 µM), without a hit: at the highest dose activation, usual class: activators. HEK293 GP2 PTHR1 cells, GloSensor cAMP luminescence, 1 h; active = well fitted activation curve with a large enough effect; inconclusive = small, poorly fitted or top-dose-only effect, or another doubt; inactive = no such curve, though single readings can be large or run the other way; note: potency is the fitted concentration of half-maximal effect; nearly all actives have a fitted effect of over 55% in size; some results filed as inactive show a strong effect at the top dose; inactives centre near -15; many of its hits are not listed in these tables
# Target sequence (Q03431 whole entry, looked up): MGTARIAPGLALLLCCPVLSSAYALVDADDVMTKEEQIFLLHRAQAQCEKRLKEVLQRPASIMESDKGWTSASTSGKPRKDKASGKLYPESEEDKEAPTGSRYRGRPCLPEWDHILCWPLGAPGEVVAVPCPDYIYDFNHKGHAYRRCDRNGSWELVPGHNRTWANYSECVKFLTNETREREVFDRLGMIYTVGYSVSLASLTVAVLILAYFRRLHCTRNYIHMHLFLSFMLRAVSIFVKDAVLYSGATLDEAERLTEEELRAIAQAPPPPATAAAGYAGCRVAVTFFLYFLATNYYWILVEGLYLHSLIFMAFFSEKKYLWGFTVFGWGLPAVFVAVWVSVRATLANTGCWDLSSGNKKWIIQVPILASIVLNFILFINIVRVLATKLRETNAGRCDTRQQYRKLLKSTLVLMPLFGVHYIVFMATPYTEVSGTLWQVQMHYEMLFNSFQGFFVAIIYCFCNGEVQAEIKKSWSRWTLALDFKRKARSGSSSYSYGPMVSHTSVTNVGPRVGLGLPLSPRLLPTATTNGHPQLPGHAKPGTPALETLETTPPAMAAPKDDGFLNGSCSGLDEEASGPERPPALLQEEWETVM
#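 HEK-293-derived GP2 cells expressing PTHR1 and a GloSensor cAMP reporter, 3,000/well, plated overnight, given luciferin plus IBMX (each 0.5 mM as added) for 1 h at 37 °C, then compound for 1 h at 37 °C. Luminescence was read after 15 min at room temperature.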
# The depositor's hits bear a star; i = inactive; u = inconclusive; [ ] = remark or other dose. Only part of the results is shown (hit frequency here may not be typical).
SMILES,DRD3 agonist,PTHR1 agonist
Cn1ccc2cc(S(=O)(=O)N3CCN(C(=O)Nc4ccc(F)cc4F)CC3)ccc21,-5,-7%
CCOC(=O)c1ccc(NC(=O)CSc2nnc(CNC(=O)c3ccc(OC)cc3)n2CC)cc1,-12,-8%
Cc1nn(C(C)C(=O)NCCc2ccccc2)c(=O)c2c1sc1ccccc12 (stereo unspecified),-21,-18%
COc1ccc(-c2nc3cc(NC(=O)COc4ccc(F)cc4)ccc3o2)cc1,5,i
CCOc1ccccc1CNC(=O)c1ccc(Cn2c(SCc3ccccc3)nc3cccnc32)cc1,-11,-6%
O=C(Nc1nnc2n1CCS2)c1cc(C(F)(F)F)cc(C(F)(F)F)c1,-24,i
CC(C)Cn1c(-c2ccc(S(=O)(=O)N3CCOCC3)cc2)csc1=Nc1cc(Cl)ccc1Cl,-7,-15%
CCc1ccc(S(=O)(=O)NCc2ccc3c(c2)CCN3C(=O)c2ccc(C)cc2)cc1,4,-18%
COc1ccc(CNC(=O)c2cccn2-c2nnc(N3CCCC3)s2)c(OC)c1,11,-17%
COc1ccc(-c2c(C)nn3c4c(cnc23)C(=O)CC(c2ccccc2)C4)cc1 (stereo unspecified),-12,-1%
O=C(COc1ccc(Cl)cc1)Nc1sc2c(c1C(=O)Nc1cccc(Cl)c1)CCCC2,3,-25%
COc1ccccc1C(=O)c1cn(CC(=O)Nc2ccccc2F)c2nc(C)ccc2c1=O,1,i
CCC(=O)Nc1ccc(C)cc1-c1nc2ccccc2n(CC(=O)c2ccc(C)cc2)c1=O,-12,i
O=C(CSc1nc2c([nH]c3ccccc32)c(=O)n1-c1ccccc1)Nc1ccc(Cl)c(Cl)c1,-10,-33%[inhibitor]
COc1cc(OC)cc(C(=O)Oc2c(Sc3ccccc3)c(C)nn2C(C)(C)C)c1,-9,i
CC1CCN(C(=O)Cn2cc(SCC(=O)Nc3ccccc3)c3ccccc32)CC1,-19,i
CCc1ccc(NCc2cc3ccc(OC)cc3n(CC(=O)Nc3ccc(F)cc3F)c2=O)cc1,2,i
CC(C)CCn1nnc2sc(-c3ccccc3)cc2c1=O,3,i
Cc1ccc(NC(=O)CSc2nnc(-c3ccc([N+](=O)[O-])cc3)o2)c(C)c1,-18,i
Cc1ccc([C@H]2Nc3ccc(S(=O)(=O)Nc4cccc(Cl)c4C)cc3[C@H]3C=CC[C@H]32)cc1,15,i
COc1ccccc1NC(=O)CSc1oc(-c2cccs2)nc1S(=O)(=O)c1ccc(C)cc1,2,-4%
COc1cccc(N2CC(NC(=O)c3ccc(S(=O)(=O)N4CCCC4)cc3)CC2=O)c1 (stereo unspecified),-4,-23%
Cc1cccc(Nc2nnc(-c3ccc(C)c(S(=O)(=O)N4CCN(C)CC4)c3)c3ccccc23)c1,-13,i
CCOc1ccc(S(=O)(=O)Nc2ccc3oc4c(c3c2)CC(C)CC4)cc1 (stereo unspecified),1,0%
COc1ccccc1Cc1nc2ccccc2nc1SCC(=O)Nc1ccccc1C(F)(F)F,-10,-12%

# Overlap with the part before: two entries, then new ones.
SMILES,DRD3 agonist,PTHR1 agonist
CCOc1ccc(S(=O)(=O)Nc2ccc3oc4c(c3c2)CC(C)CC4)cc1 (stereo unspecified),1,0%
COc1ccccc1Cc1nc2ccccc2nc1SCC(=O)Nc1ccccc1C(F)(F)F,-10,-12%
COc1cccc(N2C(=O)CSC23C(=O)N(CC(=O)Nc2cccc(Cl)c2)c2ccccc23)c1 (stereo unspecified),6,i
CCOCCCNC(=O)c1ccc2c(c1)NC(=O)C(CS(=O)(=O)Cc1ccc(F)cc1Cl)N2 (stereo unspecified),-2,u
COc1cccc(-n2cc(C(=O)Nc3ccccc3C(N)=O)c3ccccc3c2=O)c1,0,-1%
CCCCN1CCc2nc(N3CCN(c4ncccn4)CC3)ncc2C1,5,-13%
Cc1ccc2c(=O)cc(C(=O)Nc3c(C(=O)c4ccccc4)oc4ccccc34)oc2c1,-21,-24%
Cc1cc(C)c2c(CC(=O)N(Cc3ccccc3)C3CCS(=O)(=O)C3)coc2c1 (stereo unspecified),-11,4%
CCCCC(=O)NC1CC(=O)N(c2ccc3c(c2)OCCO3)C1 (stereo unspecified),-2,-14%
N#Cc1ccccc1Cn1c(SCC(=O)NCc2ccccc2)nc2ccccc21,-1,-4%
CCCN1CCN(c2cc3c(cc2F)c(=O)c(S(=O)(=O)c2ccc(Cl)cc2)cn3C)CC1,-15,-2%
Cc1cccc(NC(=O)C2CCN(c3nc4ccccc4[nH]3)CC2)c1C,-1,-19%
Cc1ccccc1C1C=C(c2ccc(Cl)cc2)Nc2nnnn21 (stereo unspecified),-9,-19%
CCn1c2ccccc2c2cc(NC(=O)COc3cc(C)c(Cl)c(C)c3)ccc21,-4,i
COc1ccc(C)cc1NC(=O)N1CC(C)Sc2ccccc21 (stereo unspecified),-7,i
CCOC(=O)CSc1nc(-c2ccc(F)cc2)cc(C(F)(F)F)c1C#N,2,i
CCC1CCCCN1C(=O)c1c[nH]c2ccc(S(=O)(=O)Nc3cccc(OC)c3)cc2c1=O (stereo unspecified),8,-25%
Cc1ccc(-n2nc(C(=O)N3CCCCC3C)c(=O)n(C)c2=O)cc1 (stereo unspecified),5,i
CCCCN(CC)C(=O)CSc1nc2ccccc2c(=O)n1Cc1ccco1,-14,-44%
Cc1ccc(CSCCNC(=O)C2CCN(S(=O)(=O)Cc3ccccc3)CC2)cc1,-8,-44%[inhibitor]
CC1=C(C(=O)Nc2ccc(C)cc2C)C(c2ccccc2)n2nc(SCC(=O)c3ccc(C)cc3)nc2N1 (stereo unspecified),-12,-9%
CC1=C(C(N)=O)C(c2ccc(F)cc2)n2nc(-c3ccc(N(C)C)cc3)nc2N1 (stereo unspecified),6,i
COc1ccccc1CNC(=O)C1CCN(S(=O)(=O)c2ccc3[nH]c(=O)ccc3c2)CC1,1,-3%
Cc1cn(C)c(CC(=O)NCc2ccccc2)c1C(=O)O,3,-1%
Cc1nn2c(=O)cc(COC(=O)c3cccc(NC(=O)CCc4ccccc4)c3)nc2s1,11,i
COc1ccc(OC)c(CCNc2ncnc3onc(-c4ccc(Cl)cc4)c23)c1,0,-17%
Cc1ccc(-n2nc(-c3ccc(F)cc3)c3cnc4cc5c(cc4c32)OCO5)cc1C,3,-21%
# Other entries
SMILES,DRD3 agonist,PTHR1 agonist
CCOc1ccc(CCNCc2c(C(=O)O)n(Cc3ccc(C)cc3)c3cc(OC)ccc23)cc1,1,-76%[inhibitor]
CCOc1ccc(NS(=O)(=O)c2ccc3[nH]cc(C(=O)N(C)C4CCCCC4)c(=O)c3c2)cc1,7,i
CCCn1c2ccccc2c2cnn(CC(=O)N(CCCOC(C)C)Cc3ccco3)c(=O)c21,2,-52%[inhibitor]
COc1ccc(N2CCN(S(=O)(=O)CCNC(=O)Cc3ccc(-c4ccccc4)cc3)CC2)cc1,7,28µM*
Cc1ccc(C)c(N(C)C(=O)CCNC(=O)Cn2cnc3ccccc3c2=O)c1,2,-28%
COc1ccc(-c2[nH]ncc2C(=O)NCc2cccc(OC)c2)cc1,0,i
Cc1cccc(C(=O)Nc2ccc3nc(SCC(=O)N4CCc5ccccc54)sc3c2)c1,0,-7%
CC1CCCCN1Cc1c(O)ccc2c(=O)c(-c3cccc(Cl)c3)c(C(F)(F)F)oc12 (stereo unspecified),-14,-14%
Cc1ccc2[nH]c(C(=O)Nc3ccccc3)cc2c1,1,-43%[inhibitor]
CCOc1ccc(NC(=O)c2oc3ccccc3c2NC(=O)C(C)Oc2ccccc2)cc1 (stereo unspecified),19,-16%
CC(=O)N1CCOc2cc(S(=O)(=O)NCc3ccc(C)cc3)c(Cl)cc21,24,-69%[inhibitor]
CCC(=O)NC1CC(=O)N(c2ccc3c(c2)OCCO3)C1 (stereo unspecified),-11,i
COc1ccc(C(=O)Nc2nnc(SCc3cc(=O)n4cccc(C)c4n3)s2)cc1,-13,-23%
CCc1ccc(NCc2cc3ccc(OC)cc3n(CC(=O)Nc3cccc(Cl)c3C)c2=O)cc1,5,i
COc1ccccc1N1CCN(c2ncccc2-c2nc(-c3ccc(Cl)cc3)no2)CC1,1,-13%
COc1ccc2[nH]c(=O)c(CN(C(=O)c3cccc(Cl)c3)c3ccccc3OC)cc2c1,9,-30%
CCOc1ccc(Cn2c(CNS(=O)(=O)c3ccc(CC)cc3)nc3cccnc32)cc1,3,-26%
CCn1c(=O)c2sccc2n2c(CCC(=O)Nc3cc(C)cc(C)c3)nnc12,6,-23%
COc1ccc(NC(=O)c2cnn(-c3ccc(C)c(C)c3)c2C2CCNCC2)cc1OC,3,-9%
Cc1ccc(-n2nc(C)c3nc(CCC(=O)Nc4cccc(C)c4C)c(=O)n(C)c32)cc1,-6,i
O=C(NC1(C(F)(F)F)C(=O)Nc2c1c(=O)[nH]c(=O)n2-c1ccccc1)c1ccccc1 (stereo unspecified),-2,-10%
Cc1ccc(C(=O)Nc2nnc(S(=O)(=O)N(C)Cc3ccco3)s2)cc1,-11,-6%
CCC(C)NC(=O)c1sc2nc(C)c(C(=O)Nc3ccc(C)cc3C)c(-c3ccc(NC(C)=O)cc3)c2c1N (stereo unspecified),6,-14%
O=C(NCc1ccccc1)c1nc(S(=O)(=O)Cc2ccc(F)cc2)ncc1Cl,-23,-42%[inhibitor]
Cc1ccc(S(=O)(=O)C(CNC(=O)C(=O)NCc2ccc(Cl)cc2)c2ccco2)cc1 (stereo unspecified),-15,-16%

# Shown tab-delimited: part of the list above
Structure	DRD3 agonist	PTHR1 agonist
Cc1ccc(-n2nc(-c3ccc(F)cc3)c3cnc4cc5c(cc4c32)OCO5)cc1C	3	-21%
CCOc1ccc(CCNCc2c(C(=O)O)n(Cc3ccc(C)cc3)c3cc(OC)ccc23)cc1	1	-76%[inhibitor]
CCOc1ccc(NS(=O)(=O)c2ccc3[nH]cc(C(=O)N(C)C4CCCCC4)c(=O)c3c2)cc1	7	i
CCCn1c2ccccc2c2cnn(CC(=O)N(CCCOC(C)C)Cc3ccco3)c(=O)c21	2	-52%[inhibitor]
COc1ccc(N2CCN(S(=O)(=O)CCNC(=O)Cc3ccc(-c4ccccc4)cc3)CC2)cc1	7	28µM*
Cc1ccc(C)c(N(C)C(=O)CCNC(=O)Cn2cnc3ccccc3c2=O)c1	2	-28%
COc1ccc(-c2[nH]ncc2C(=O)NCc2cccc(OC)c2)cc1	0	i
Cc1cccc(C(=O)Nc2ccc3nc(SCC(=O)N4CCc5ccccc54)sc3c2)c1	0	-7%
CC1CCCCN1Cc1c(O)ccc2c(=O)c(-c3cccc(Cl)c3)c(C(F)(F)F)oc12 (stereo unspecified)	-14	-14%
Cc1ccc2[nH]c(C(=O)Nc3ccccc3)cc2c1	1	-43%[inhibitor]
CCOc1ccc(NC(=O)c2oc3ccccc3c2NC(=O)C(C)Oc2ccccc2)cc1 (stereo unspecified)	19	-16%
CC(=O)N1CCOc2cc(S(=O)(=O)NCc3ccc(C)cc3)c(Cl)cc21	24	-69%[inhibitor]
CCC(=O)NC1CC(=O)N(c2ccc3c(c2)OCCO3)C1 (stereo unspecified)	-11	i
COc1ccc(C(=O)Nc2nnc(SCc3cc(=O)n4cccc(C)c4n3)s2)cc1	-13	-23%
CCc1ccc(NCc2cc3ccc(OC)cc3n(CC(=O)Nc3cccc(Cl)c3C)c2=O)cc1	5	i
COc1ccccc1N1CCN(c2ncccc2-c2nc(-c3ccc(Cl)cc3)no2)CC1	1	-13%
COc1ccc2[nH]c(=O)c(CN(C(=O)c3cccc(Cl)c3)c3ccccc3OC)cc2c1	9	-30%
CCOc1ccc(Cn2c(CNS(=O)(=O)c3ccc(CC)cc3)nc3cccnc32)cc1	3	-26%
CCn1c(=O)c2sccc2n2c(CCC(=O)Nc3cc(C)cc(C)c3)nnc12	6	-23%
COc1ccc(NC(=O)c2cnn(-c3ccc(C)c(C)c3)c2C2CCNCC2)cc1OC	3	-9%
Cc1ccc(-n2nc(C)c3nc(CCC(=O)Nc4cccc(C)c4C)c(=O)n(C)c32)cc1	-6	i
O=C(NC1(C(F)(F)F)C(=O)Nc2c1c(=O)[nH]c(=O)n2-c1ccccc1)c1ccccc1 (stereo unspecified)	-2	-10%
Cc1ccc(C(=O)Nc2nnc(S(=O)(=O)N(C)Cc3ccco3)s2)cc1	-11	-6%

# Continued.
SMILES,DRD3 agonist,PTHR1 agonist
COC(=O)c1ccc(-n2c(/C=C\c3cccc(Br)c3)nc3ccccc3c2=O)cc1,-6,-87%[inhibitor]
CSc1ccc(CCNC(=O)CCc2c(C)nc3c(c(C)nn3-c3ccc(C)c(C)c3)c2C)cc1,5,i
N#Cc1ccc(CN2C(=O)c3ccccc3Sc3ccc(C(=O)OCc4ccco4)cc32)cc1,-6,0%
O=C(NCc1ccccc1)c1ccc2c(c1)nc1n2CCCCC1,-10,i
Cc1ccccc1CN1CCCN(CC(=O)Nc2ccc3c(c2)OCCO3)S1(=O)=O,2,i
COc1ccc(Cl)cc1NC(=O)c1c(NCc2cccnc2)sc2c1CCCC2,2,-3%
O=C(C1CCN(S(=O)(=O)c2cccs2)CC1)N1CCN(c2cccc(Cl)c2)CC1,-7,-24%
COc1ccc(Br)cc1CNC(=O)c1cc(=O)[nH]c2ccc(S(=O)(=O)N3CCCCC3)cc12,-11,i
COc1cccc(-n2ccnc2SCC(=O)Nc2c(C)cc(C)cc2C)c1,-14,-26%
Cc1cccc(CNC(=O)c2cc3cc(S(=O)(=O)N4CCCCC4)ccc3n2C)c1,-5,-50%[inhibitor]
CCN1CCN(C(c2ccccc2Cl)c2c(O)cc(C)n(Cc3ccco3)c2=O)CC1 (stereo unspecified),0,-10%
